High-throughput results: PubChem, Johns Hopkins Ion Channel Center
TRPC4 block: TRPC4 (mouse) channel inhibition; HEK293 TRPC4beta/mu-opioid, DAMGO-evoked Fluo4 calcium flux; active compounds read low; B-score at 10 µM; actives 0.39% (n = 300,000);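 active = B-score over 3 SD under the library average, no early fluorescence shift, positive overall ratio signal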
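Assay system: Stable TRPC4beta/mu-opioid receptor HEK293 cells | Reagent: DAMGO in two steps, submaximal then maximal | Compound dosing: Single concentration per test compound | Signal: Fluo4 Ca2+ flux fluorescence | Evaluation: Per-well B score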
TRPC6 inhibitor: inhibitors of mouse TRPC6 channel; B-score at 10 µM; AID 2553; actives 1.1% (n = 310,000); HEK293-TRPC6, membrane potential dye, ACh-evoked depolarization; active compounds read low;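 active = B-score under library mean minus 3 SD, initial fluorescence not abnormally high, positive integrated signal ratio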;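 also: B-score derived from integrated fluorescence ratio over the kinetic read; more negative B-score means stronger inhibition of depolarization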
TRPC6 act: mouse TRPC6 channel activation; actives 0.13% (n = 310,000); AID 2550; HEK293-TRPC6 membrane potential dye fluorescence; active compounds read high; B-score at 10 µM;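 active = B-score of the integrated fluorescence ratio above library mean plus 3 SD, and starting fluorescence ratio within library mean plus 5 SD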;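 also: higher score means more depolarization so channel activation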
MrgX1 agonist: agonists of human MrgX1 receptor. AID 588627. actives 0.44% (n = 310,000). MrgX1-HEK293 cells, Fluo-4 calcium fluorescence, agonist mode; active compounds read high. B-score at 10 µM;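 active = calcium response B-score plate-corrected fluorescence ratio at least 3 library SD, with starting fluorescence B-score inside 5 SD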
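Material: HEK293 cells stably expressing human MrgX1 receptor | Quantity: 15,000 cells per well | Times: Cells plated overnight, dye loaded 0.5 h 37 °C, 0.5 h room temperature | Measured by: Kinetic Fluo-4 NW fluorescence of intracellular calcium | Control set: Positive and negative controls per plate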
TRPC4 PAM: allosterically enhances the mouse TRPC4 cation channel; Q9QUQ5; HEK293 TRPC4beta/mu-opioid, DAMGO EC20, Fluo-4 Ca2+ flux; active compounds read high; B-score at 10 µM; actives 0.42% (n = 310,000);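 active = B-score of calcium response area above 5 SD of library B-scores, with initial fluorescence ratio within 5 SD of library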;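 also: B-score of integrated fluorescence ratio over time as area under calcium response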
MrgX1 antag: human MrgX1 receptor antagonism, primary screen; Q96LB2; MRGX1-HEK293 calcium flux, Fluo-4, BAM8-22 antagonism; active compounds read low; B-score at 10 µM; actives 1.3% (n = 310,000); AID 588676;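 active = calcium-response B-score plate-corrected more than 3 library SD below zero, starting fluorescence within 5 deviations, no agonist response on first addition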;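 also: peak minus trough fluorescence over baseline after final BAM8-22 challenge near maximal dose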
ANO1 block: inhibitors of mouse TMEM16A calcium-activated chloride channel. Q8BHY3. HEK293 TMEM16A/YFP iodide influx fluorescence, ionomycin. normalized B-score (activity score, 25-100; higher = stronger inhibition) at 10 µM. actives 1.2% (n = 310,000);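 active = ratio plate-corrected score three or more library SD toward inhibition, starting fluorescence score within five deviations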;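 also: score derived from kinetic fluorescence span divided by baseline fluorescence per well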
Target sequence (Q8BHY3 whole entry, looked up): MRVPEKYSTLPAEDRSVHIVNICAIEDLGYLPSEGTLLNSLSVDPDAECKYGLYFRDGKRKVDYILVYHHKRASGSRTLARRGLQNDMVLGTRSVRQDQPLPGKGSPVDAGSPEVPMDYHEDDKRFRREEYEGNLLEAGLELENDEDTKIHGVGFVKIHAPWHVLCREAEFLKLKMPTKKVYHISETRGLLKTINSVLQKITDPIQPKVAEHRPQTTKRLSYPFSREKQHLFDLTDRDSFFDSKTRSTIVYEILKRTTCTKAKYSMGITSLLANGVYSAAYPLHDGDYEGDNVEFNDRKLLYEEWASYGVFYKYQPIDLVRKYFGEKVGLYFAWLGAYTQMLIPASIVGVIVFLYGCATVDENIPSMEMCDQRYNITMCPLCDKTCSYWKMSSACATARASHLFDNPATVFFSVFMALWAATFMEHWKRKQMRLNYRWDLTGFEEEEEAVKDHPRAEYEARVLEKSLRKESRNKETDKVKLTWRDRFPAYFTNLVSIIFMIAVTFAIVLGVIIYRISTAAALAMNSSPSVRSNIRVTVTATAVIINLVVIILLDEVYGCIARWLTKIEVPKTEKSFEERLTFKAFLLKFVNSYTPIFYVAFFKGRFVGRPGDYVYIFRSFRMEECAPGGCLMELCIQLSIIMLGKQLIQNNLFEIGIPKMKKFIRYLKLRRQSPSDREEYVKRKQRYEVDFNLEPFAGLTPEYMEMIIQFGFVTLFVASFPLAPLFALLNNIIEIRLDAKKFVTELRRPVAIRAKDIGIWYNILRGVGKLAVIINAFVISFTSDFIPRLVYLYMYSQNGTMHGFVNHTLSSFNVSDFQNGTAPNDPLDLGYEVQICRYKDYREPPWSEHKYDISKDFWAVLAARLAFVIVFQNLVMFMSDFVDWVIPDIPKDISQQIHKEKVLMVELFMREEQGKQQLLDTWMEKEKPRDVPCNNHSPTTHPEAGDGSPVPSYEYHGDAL
TRPC4 agonist: TRPC4 (mouse) channel activation; HEK293 TRPC4beta/mu-opioid, Fluo4 calcium fluorescence; active compounds read high; B-score at 10 µM; actives 0.49% (n = 310,000); AID 2237;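 active = B-score above 5 SD of library B-scores, and initial fluorescence ratio not above library mean plus 5 SD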;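 also: positive B-score marks a calcium rise read as TRPC4 activation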
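Assay system: HEK293 cells stably co-expressing mouse TRPC4beta and mu-opioid receptor / Timing: Fluo4 dye loading 45 min at room temperature, 110 s recording / Signal: Fluo4 calcium-sensitive dye fluorescence, kinetic, 1 Hz baseline / Read-out: integrated baseline-normalised fluorescence ratio, converted to per-well B score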
RGS4 inh: human RGS4 inhibition; P49798; B-score at 10 µM; actives 0.45% (n = 310,000); HEK293 M3R/RGS4 inducible, Fluo-4 calcium flux; active compounds read high; triggered by carbachol at its EC20; AID 463165;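 active = B-score, a plate-corrected calcium signal, over three deviations above library mean, with baseline fluorescence within five deviations of library mean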;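 also: RGS4 expression induced by doxycycline in cells with stable M3 receptor; B-score is computed from the integrated fluorescence ratio over baseline after carbachol; higher B-score means a larger calcium signal and so more RGS4 inhibition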
TMEM16A act: mouse TMEM16A channel activation, primary screen; HEK293 TMEM16A/YFP-H148Q/I152L, iodide quench fluorescence; active compounds read low; B-score at 10 µM; actives 0.3% (n = 340,000); AID 623877;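 active = fluorescence-ratio B-score plate-corrected deviation score at least 3 library SD below zero, with starting fluorescence score within 5 deviations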;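 also: channel opened by trigger with iodide after compound preincubation; score built on the fluorescence ratio of max minus min over baseline; more negative score means more quench and so TMEM16A activation or potentiation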
MrgX1 allo act: human MrgX1 positive allosteric modulation, primary screen; actives 0.63% (n = 310,000); MrgX1-HEK293, Fluo-4 calcium flux, FDSS; active compounds read high; B-score at 10 µM; Q96LB2; AID 588675;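 active = plate-corrected calcium response at least 3 library SD above typical, normal starting fluorescence, not activating the receptor alone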;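 also: compound read alongside a low EC10 to EC30 dose of BAM8-22 agonist; peak minus trough fluorescence over baseline measured at the second addition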
* marks the source's active call; other numbers are inactive results; i = inactive; x = not tested or not shown.

Under each structure: ANO1 block	MrgX1 allo act	MrgX1 agonist	TRPC4 block	TRPC4 agonist	TRPC4 PAM	TRPC6 act	TMEM16A act	RGS4 inh	MrgX1 antag	TRPC6 inhibitor
> O=C(CNc1cccc([N+](=O)[O-])c1)N/N=C/c1ccc(F)cc1
→ i	i	i	i	i	i	i	i	i	i	i
> CC1C(=O)Nc2ccc(S(=O)(=O)NCc3ccc(Cl)cc3)cc2NC1=O (configuration not stated)
→ i	i	i	i	i	i	i	i	i	i	i
> CCN(CC(=O)Nc1ccc(NC(C)=O)cc1)C(=O)CN1C(=O)NC2(CCCC2)C1=O
→ i	i	i	i	i	i	i	i	i	i	i
> CCOC(=O)C1CCN(C(c2cccc(OC)c2)c2sc3nc(C)nn3c2O)CC1 (configuration not stated)
→ i	i	i	i	i	i	i	i	i	i	i
> CC(=O)N1c2ccc(S(=O)(=O)NC(CC(=O)O)c3ccc(Br)cc3)cc2CC1C (configuration not stated)
→ i	i	i	i	i	i	i	i	i	i	i
> O=C(CN1C(=O)NC2(CCc3ccccc32)C1=O)NCC(F)(F)F (configuration not stated)
→ i	i	i	i	i	i	i	i	i	i	i
> COc1ccccc1N1C(=O)c2ccc(C(=O)Nc3cccc(C(C)=O)c3)cc2C1=O
→ i	i	i	i	i	i	i	x	i	i	i
> CCOC(=O)c1c(NC(=O)CSc2nnc(CNc3ccc(F)cc3)o2)sc(C)c1C
→ i	i	i	i	i	i	i	i	i	i	i
> COc1ccc(CN(CC(=O)NCc2ccc(F)cc2)C(=O)CCC(=O)Nc2nccs2)cc1
→ i	i	i	i	i	i	i	i	i	i	i
> CC(c1ccc(O)cc1)(c1ccc(O)cc1)c1ccc(CCBr)cc1
→ i	i	i	i	i	i	i	i	i	i	i
> Cc1cccc(-n2ncc3c2CCCC3NC(=O)C2(C(N)=O)CC2)c1C (configuration not stated)
→ i	i	i	i	i	i	i	i	i	i	i
> O=C(CCCN1C(=O)c2cccc3cccc(c23)C1=O)N1CCN(c2ncccn2)CC1
→ i	i	i	i	i	i	i	i	i	i	i
> O=C(N/N=C/c1ccco1)C1CC(=O)N(c2ccccc2)C1 (configuration not stated)
→ i	i	i	i	i	i	i	i	i	i	i
> Cc1c(C(=O)N2CC(C)OC(C)C2)oc2ccccc12 (configuration not stated)
→ i	i	i	i	i	i	i	i	i	i	i
> COc1cc(NC(=O)c2cccs2)c(OC)cc1NC(=O)CCn1nnc2ccccc21
→ i	i	i	i	i	i	i	i	i	i	i
> CCCCCn1c(=O)[nH]c2cc(C(=O)NCCCN3CCC(C)CC3)ccc2c1=O
→ i	i	i	i	i	i	i	i	i	i	i
> CCCCN(C(=O)CCC(=O)O)C1CC(=O)N(c2ccc(OCCC)cc2)C1=O (configuration not stated)
→ i	i	i	i	i	i	i	i	i	i	i
> Cc1cc(C(=O)N/N=C/c2ccccc2Br)no1
→ i	i	i	i	i	i	i	i	i	i	i
> O=C(CSCC(=O)N1CCCCC1)Nc1nc(-c2cccs2)cs1
→ 25*	i	i	i	i	i	i	i	i	i	i
> O=C(NC1CCN(C(=O)c2ccccc2Br)CC1)c1ccccc1
→ i	i	i	i	i	i	i	x	i	i	i
> Clc1cccc(OCCCCCN2CCOCC2)c1
→ i	i	i	i	i	i	i	i	i	i	i
> Cc1cc2c(ncn2Cc2ccccc2)c(NS(C)(=O)=O)c1C
→ i	i	i	i	i	i	i	i	i	i	i
> COc1ccccc1C1C2=C(N=c3s/c(=C/c4cccc(OCC(=O)O)c4)c(=O)n31)c1ccccc1CC2 (configuration not stated)
→ i	i	i	x	x	x	x	i	x	i	x
> NC(=O)c1cc(Br)cc2c3c([nH]c12)CCCC3
→ i	i	i	i	i	i	i	i	i	i	i
> CCc1ccc(OCC(=O)OCC(=O)c2c(N)n(C)c(=O)n(C)c2=O)cc1
→ i	i	i	i	i	i	i	i	i	i	i
> O=C(Nc1ccc(O)cc1)c1ccc2c(c1)C(=O)N(Cc1ccco1)C2=O
→ i	i	i	i	i	i	i	i	i	i	i
> O=C(NCc1cccs1)c1cccc(Nc2nc3ccc(Br)cc3[nH]2)c1
→ i	i	i	i	i	i	i	i	i	i	i
> COc1cccc(NC(=O)Nc2ccccc2C(N)=O)c1
→ i	i	i	i	i	i	i	i	i	i	i
> CC(Oc1ccc(Cl)cc1Cl)C(=O)Nc1ccc2oc(-c3ccncc3)nc2c1 (configuration not stated)
→ i	i	i	i	i	i	i	i	i	i	i
> CN(CC(=O)Nc1ccccc1Cl)C(=O)COC(=O)c1nc(Cl)ccc1Cl
→ i	i	i	i	i	i	i	i	i	i	i
> NC(=O)CSc1nc2ccccc2n1-c1ccccc1
→ i	i	i	i	i	i	i	i	i	i	i
> Brc1ccc(-c2csc3[n+]2CCCCC3)cc1
→ i	i	i	i	i	i	i	i	i	i	i
> CCCCNC(=O)O[C@@H]1C[C@H]2CCC(=O)N3CC[C@@H](C1)[C@@H]23
→ i	i	i	i	i	i	i	i	i	i	i
> Cc1cc(=O)oc2cc(OCCc3ccccc3)ccc12
→ i	i	i	i	i	i	i	i	i	i	i
> CC(C)Oc1ccc(C(=O)NCCNC(=O)c2ccco2)cc1
→ i	i	i	i	i	i	i	i	i	i	i
> Cc1ccc2occ(CN3CCN(c4ccccc4)CC3)c(=O)c2c1
→ i	i	i	i	i	i	i	i	i	i	i
> Cc1ccc(SCCC(=O)OCC(=O)Nc2ncc(Cl)cc2Cl)cc1
→ i	i	i	i	i	i	i	i	i	i	i
> CCOC(=O)c1c(C)[nH]c(C(=O)COc2ccc3c(c2)OCO3)c1C
→ i	i	i	i	i	i	i	i	i	i	i
> Cc1ccc(CCNC(=O)CN(C)S(=O)(=O)c2cnc[nH]2)cc1
→ i	i	i	i	i	i	i	i	i	i	i
> CCOC(=O)c1nnn(-c2nonc2N)c1-c1cccc2ccccc12
→ i	i	i	i	i	i	i	i	i	i	i
> Cc1ccc(S(=O)(=O)Oc2ccccc2/C=N/NC(=O)c2nn(C)cc2[N+](=O)[O-])cc1
→ i	i	i	i	i	i	i	i	i	i	i
> CC1(C)CC(=O)C=C(NCCO)C1
→ i	i	i	i	i	i	i	i	i	-4.7*	i
> COc1cc(/C=N\NC(=O)c2ccc(-c3ccccc3)cc2)cc(Br)c1O
→ i	i	i	i	i	i	i	i	i	i	i
> CCn1c2ccccc2c2n[nH]c(=S)nc21
→ i	i	i	i	i	i	i	i	i	i	i
> CCOC(=O)c1oc2ccccc2c1NC(=O)COc1ccc(F)cc1
→ i	i	i	i	i	i	i	i	i	i	i
> CC(=O)OC1CCC2(C)C(=CCC3C2CCC2(C)C3CC3OC4(CCC(C)CN4)C(C)C32)C1 (configuration not stated)
→ x	x	x	i	i	i	i	i	i	x	i
> C=C(C)CSc1nnc(-c2cccc(S(=O)(=O)N(C)C)c2)n1-c1cc(OC)ccc1OC
→ i	i	i	i	i	i	i	i	i	i	i
> COc1cc(C(=O)OCC(=O)N2CCCCC2C)cc(NC(=O)c2cccs2)c1OC (configuration not stated)
→ i	i	i	i	i	i	i	i	i	i	i
> O=C(CCNC(=O)c1ccccc1Cl)NCc1ccncc1
→ i	i	i	i	i	i	i	i	i	i	i
> CC1CCCC(NC(=O)COC(=O)c2ccc(S(=O)(=O)N3CCOCC3)cc2)C1C (configuration not stated)
→ i	i	i	i	i	i	i	i	i	i	i
> CCOc1ccc(NC(=O)C2CCN(S(=O)(=O)c3cccnc3)CC2)cc1
→ i	i	i	i	i	i	i	i	i	i	i
> Cc1c(C(=O)Nc2cccc(N(C)S(C)(=O)=O)c2)cccc1[N+](=O)[O-]
→ i	i	i	i	i	i	i	i	i	i	i
> COc1ccccc1N1CCN(c2ccc([N+](=O)[O-])cn2)CC1
→ i	i	i	i	i	i	i	i	i	i	i
> Cc1ccc(S(=O)(=O)N2CCCC(C(=O)NCCc3ccc4c(c3)OCO4)C2)cc1 (configuration not stated)
→ i	i	i	i	i	i	i	i	i	i	i
> Nc1nonc1-n1nnc(C(=O)N/N=C/c2cccc(F)c2)c1CN1CCCCCC1
→ i	i	i	i	i	i	i	i	i	i	i
> CC(C)Cc1ccc(CN2CCCC(NC(=O)c3ccnn3C)C2)cc1 (configuration not stated)
→ 25*	i	i	i	i	i	i	i	i	i	i
> COc1ccc(C(=O)N/N=C/C(C)c2ccccc2)cc1OC (configuration not stated)
→ i	i	i	i	i	i	i	i	i	i	i
> COc1cc(OC)c(OC)cc1CNCC1COc2ccccc2O1 (configuration not stated)
→ i	i	i	i	i	i	i	i	i	i	i
> CN(Cc1ccccn1)C(=O)c1ccc2nc(Cc3cccc(Cl)c3)oc2c1
→ i	i	i	i	i	i	i	i	i	i	i
> COc1ccc(C(=O)C(CN2CCOCC2)c2ccccc2)cc1F (configuration not stated)
→ x	x	x	i	i	i	i	i	i	x	i

The last two records of the section above are carried over, then new ones follow.
Under each structure: ANO1 block	MrgX1 allo act	MrgX1 agonist	TRPC4 block	TRPC4 agonist	TRPC4 PAM	TRPC6 act	TMEM16A act	RGS4 inh	MrgX1 antag	TRPC6 inhibitor
> CN(Cc1ccccn1)C(=O)c1ccc2nc(Cc3cccc(Cl)c3)oc2c1
→ i	i	i	i	i	i	i	i	i	i	i
> COc1ccc(C(=O)C(CN2CCOCC2)c2ccccc2)cc1F (configuration not stated)
→ x	x	x	i	i	i	i	i	i	x	i
> Cc1ccc(/C=N/NC(=O)c2ccccn2)o1
→ i	i	i	i	i	i	i	i	i	i	i
> CC(NC(=O)COc1cccnc1[N+](=O)[O-])c1ccc(Cl)cc1Cl (configuration not stated)
→ i	i	i	i	i	i	i	i	i	i	i
> O=C(c1cc(S(=O)(=O)N2CCOCC2)ccc1F)N(Cc1nnc(-c2ccccc2Cl)o1)C1CC1
→ i	i	i	i	i	i	i	i	i	i	i
> C=CCn1c(CCNC(=O)c2cccs2)nnc1SCC(=O)Nc1cccc(Cl)c1C
→ i	i	i	i	i	i	i	i	i	i	i
> CCOc1ccc(NC(=O)Cn2sc3nc(C)cc(C)c3c2=O)cc1
→ i	i	i	i	i	i	i	i	i	i	i
